# ZTA DNA inh: ZTA (EBV) inhibition in EBNA-1 counter-screen; inhibition, % at 11 µM; AID 2234; 320,000 compounds, 0.15% hits; P03206; ZTA-DNA binding, fluorescence polarization; in the data active = inhibition above about 33%
# RPL19A-GFP yeast: yeast TOR pathway RPL19A-GFP modulation | percent response vs DMSO, % at 10 µM | 330,000 compounds, 0.3% hits | S. cerevisiae RPL19A-GFP strain, flow cytometry, 3 h; active compounds read low | AID 2025;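 active = percent response vs DMSO below 50%; inconclusive = fewer than 70 events counted for the yeast strain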;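 also: median channel GFP fluorescence of the barcoded RPL19A-GFP strain; ratio of sample median GFP to plate DMSO average so 100% = DMSO; lower means less RPL19A-GFP as with rapamycin TOR inhibition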
# AHR act: activators of human aryl hydrocarbon receptor; P35869; AHR-responsive luciferase reporter cells, luminescence; activation, % at 5 µM; 320,000 compounds, 2.5% hits; in the data active = activation above about 47%;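 also: 0% = vehicle wells and 100% = reference agonist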
# procasp3 activ: procaspase-3 (human) activation; P42574; recombinant procaspase-3 D3A, Ac-DEVD-pNA absorbance 405 nm; activation, % at 8.5 µM; 330,000 compounds, 0.11% hits;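 active = activation above the mean of all tested compounds plus 3 SD, cut at about 21% in these data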;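 also: 0% = DMSO alone and 100% = DMSO wells spiked with extra 5 µM PC-3 D3A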
#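 Assay system: Procaspase-3 D3A mutant, all three cleavage aspartates alanine. Buffer or medium: Zinc-free HEPES saline buffer with Triton X-100. Times: 1 h compound preincubation, 2 h substrate hydrolysis at 25 °C. Measured by: 405 nm absorbance of p-nitroaniline, reads at 0 and 120 min. Read-out basis: percent activation relative to control range. Replicates: singlicate.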
# EBNA-1 inh: blocks EBNA-1 binding to DNA; inhibition, % at 14.8 µM; 300,000 compounds, 0.34% hits; EBNA-1 DNA binding, fluorescence polarization; in the data active = inhibition above about 28%
# proCasp7 act: counter-screen: procaspase-7 (human) activation. P55210. recombinant procaspase-7, Ac-DEVD-pNA absorbance 405 nm; D23A/D198A/D206A triple mutant, cannot self-cleave; scale: DMSO 0, 5 µM enzyme 100. activation, % at 8.5 µM. 330,000 compounds, 0.093% hits;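 active = percent activation above the screen-wide mean plus 3 SD, cut at about 25% in these data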
#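 Assay system: Uncleavable procaspase-7 mutant enzyme / Input: 2 µM procaspase-7 mutant as dispensed / Dosing: single nominal 8.5 µM compound dose, 0.8% DMSO final / Timing: 1 h enzyme–compound preincubation and 2 h substrate reaction, both 25 °C / Detection: p-Nitroaniline absorbance at 405 nm, read at 0 and 120 min / Replication: singlicate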
# MEP2-GFP yeast: modulators of TOR pathway MEP2-GFP in S. cerevisiae. S. cerevisiae MEP2-GFP strain, flow cytometry GFP, 3 h; 100% = DMSO control level. GFP response vs DMSO, % at 10 µM. 330,000 compounds, 0.51% hits. AID 2016;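 active = GFP response versus DMSO above a set limit, roughly screen mean plus 3 SD, cut at about 180% in these data; inconclusive = fewer than 70 cells counted for a yeast strain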;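 also: median GFP fluorescence of the barcode-gated MEP2-GFP cells per well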
# LAP4 TOR yeast: yeast TOR pathway LAP4-GFP modulation | S. cerevisiae LAP4-GFP multiplex, flow cytometry GFP, 3 h; median GFP as percent of DMSO wells | GFP response vs DMSO, % at 10 µM | 320,000 compounds, 0.34% hits;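 active = GFP response vs DMSO above a set limit, about the screen mean plus 3 SD, cut at about 150% in these data; inconclusive = under 70 cell events counted for the yeast strain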
# Numbers without * were called inactive; ? = inconclusive; . = no result given; [ ] = remark or other dose.
# Screens by letter: A = ZTA DNA inh; B = RPL19A-GFP yeast; C = AHR act; D = procasp3 activ; E = EBNA-1 inh; F = proCasp7 act; G = MEP2-GFP yeast; H = LAP4 TOR yeast
COc1ccc(NC(=O)N(C)C[C@H]2Oc3ccc(NC(=O)NC4CCCCC4)cc3C(=O)N([C@H](C)CO)C[C@@H]2C)cc1
  A = .	B = 88	C = 1	D = 1	E = .	F = 1	G = 91	H = 105
Cn1c(=O)c2c(ncn2CCOc2cccc(Br)c2)n(C)c1=O
  A = 2	B = 116	C = 7	D = 3	E = 4	F = 1	G = 126	H = 104
CN(C)c1ccc(/C=N/NC(=O)c2cnc3ccccc3c2)cc1
  A = 11	B = 107	C = 42	D = 7	E = 7	F = 7	G = 107	H = 90
CCCCN=C1NN=C(c2cc3ccccc3o2)CS1
  A = -12	B = 106	C = 17	D = -13	E = -4	F = -8	G = 104	H = 99
COc1ccccc1N(C)S(=O)(=O)c1ccc(Cl)c(C(=O)NCCCN2CCOCC2)c1
  A = 5	B = 95	C = 0	D = 9	E = 1	F = -8	G = 93	H = 90
CC(=O)c1sc(NC(=O)C2CC(=O)N(Cc3ccco3)C2)nc1-c1ccccc1 (stereo not given)
  A = 6	B = 89	C = -2	D = -5	E = -3	F = -1	G = 94	H = 91
O=C(CSc1nc2ccccc2s1)N1c2ccccc2Sc2ccccc21
  A = 19	B = 98	C = 13	D = 3	E = 10	F = 2	G = 95	H = 107
COC(=O)c1cc(C(=O)OCC(=O)N2c3ccccc3NC(=O)C2(C)C)cc([N+](=O)[O-])c1
  A = 22	B = 103	C = -2	D = 7	E = 5	F = 9	G = 99	H = 95
COc1ccc(-c2nnc(SCC(=O)NCc3cccs3)n2C)cc1
  A = -5	B = 98	C = 2	D = -9	E = -5	F = 3	G = 102	H = 96
COc1cccc(/C=C/c2ccc3ccccc3n2)c1OC(C)=O
  A = 1	B = 94	C = 9	D = -2	E = -5	F = -4	G = 97	H = 111
CCOC(=O)Cn1nc(C)n(-c2ccc(Cl)cc2)c1=O
  A = 19	B = 101	C = -3	D = 9	E = 2	F = 14	G = 98	H = 93
COc1cccc(N(C(=O)Cc2cccs2)C(C(=O)NC2CCCC2)c2ccncc2)c1 (stereo not given)
  A = -7	B = 104	C = 3	D = -7	E = -1	F = -3	G = 106	H = 96
O=S(=O)(Nc1ccccc1N1CCOCC1)c1ccccc1C(F)(F)F
  A = .	B = 99	C = 1	D = -8	E = .	F = -6	G = 99	H = 102
CCOC(=O)C1CCCN(C(=O)c2cc(Nc3ccc(OC)cc3)nc3ccccc23)C1 (stereo not given)
  A = 14	B = 99	C = 6	D = 3	E = 13	F = -10	G = 95	H = 97
C/C(=N\NC(=O)C(O)c1ccccc1)c1ccc(Cl)cc1 (stereo not given)
  A = -18	B = 108	C = 2	D = 4	E = -3	F = 9	G = 104	H = 102
CSc1ccc(NS(=O)(=O)c2ccc(-n3cnnn3)cc2)cc1
  A = 16	B = 99	C = -1	D = 0	E = 8	F = 7	G = 100	H = 97
Cc1ccc(-c2noc(CC(c3ccccc3)c3ccccc3)n2)cc1
  A = -10	B = 96	C = 2	D = 5	E = -3	F = 0	G = 104	H = 86
O=C(CNC(=O)c1ccncc1)N/N=C/c1ccccc1[N+](=O)[O-]
  A = -11	B = 105	C = 4	D = 3	E = -1	F = -9	G = 105	H = 95
CN(C)c1ccc(/C=N\NC(=O)c2ccc(Cn3cc(Cl)cn3)cc2)cc1
  A = -8	B = 98	C = 9	D = 3	E = 0	F = -8	G = 100	H = 96
Cc1nnc(-c2ccc(N3CCCCCC3)c([N+](=O)[O-])c2)o1
  A = -10	B = 87	C = -2	D = 6	E = -9	F = 10	G = 83	H = 118
CC(NC(=O)C(C)N1CCN(Cc2ccccc2)CC1)c1ccccc1 (stereo not given)
  A = 24	B = 98	C = -1	D = 3	E = 9	F = -4	G = 95	H = 111
COc1ccc(CNC(=O)C(c2cccs2)N(Cc2ccco2)C(=O)Cc2cccs2)cc1 (stereo not given)
  A = 5	B = 101	C = 2	D = -8	E = -4	F = -9	G = 103	H = 104
CN(C(=O)CN1C(=O)S/C(=C\c2cccc(Cl)c2)C1=O)C1CCS(=O)(=O)C1 (stereo not given)
  A = 3	B = 92	C = 2	D = -12	E = -3	F = 0	G = 81	H = 91
CCC(=O)Nc1cccc(NC(=O)CSc2nnnn2C)c1
  A = 10	B = 99	C = 3	D = 11	E = 18	F = 0	G = 101	H = 101
CCOC(=O)c1cnc2c(OC)cccc2c1N1CC(C)CC(C)C1 (stereo not given)
  A = 8	B = 115	C = 2	D = -7	E = 0	F = 7	G = 113	H = 99

# Next records
# Screens by letter: A = ZTA DNA inh; B = RPL19A-GFP yeast; C = AHR act; D = procasp3 activ; E = EBNA-1 inh; F = proCasp7 act; G = MEP2-GFP yeast; H = LAP4 TOR yeast
CSc1ccccc1NC(=O)CSCc1ccc(C)cc1
  A = 4	B = 106	C = 3	D = 6	E = 3	F = 3	G = 103	H = 113
O=C(Cc1ccc(Cl)cc1)N/N=C/c1cccs1
  A = 0	B = 103	C = -2	D = -1	E = -20	F = -1	G = 103	H = 83
CCOc1ccc2nc(SCC(=O)Nc3cccc(S(=O)(=O)NC4=NCCCCC4)c3)[nH]c2c1
  A = 17	B = 94	C = 8	D = 4	E = -2	F = 8	G = 90	H = 89
O=c1[nH]c2ccccc2n1CCCOc1ccccc1
  A = -13	B = 93	C = -3	D = 7	E = -10	F = 3	G = 98	H = 98
CC(=O)Nc1ccc(C(=O)NCC2CCCCC2)cc1
  A = -15	B = 100	C = 4	D = -4	E = -15	F = -2	G = 99	H = 87
CCOc1ccc2ncc(S(=O)(=O)c3ccccc3)c(N3CCC4(CC3)OCCO4)c2c1
  A = 11	B = 99	C = 46	D = 14	E = -2	F = 7	G = 97	H = 85
CCn1nc(NS(=O)(=O)c2ccc([N+](=O)[O-])cc2)c2cc3ccc(C)cc3nc21
  A = 5	B = 104	C = 3	D = -1	E = 7	F = 1	G = 97	H = 95
CCOC(=O)c1c(C)noc1-c1ccco1
  A = 10	B = 94	C = 0	D = 2	E = -6	F = 11	G = 97	H = 101
Cc1ccc(CNC(=O)CSc2c3c(nc4cc(Cl)ccc24)CCCC3)o1
  A = -1	B = 96	C = 2	D = -6	E = -13	F = -13	G = 101	H = 100
O=C(Nc1cc(C(F)(F)F)ccc1N1CCOCC1)c1cncc(Br)c1
  A = 4	B = 94	C = -1	D = 0	E = -5	F = -3	G = 94	H = 102
Cc1ccccc1-n1c(=O)cc(N2CCN(Cc3ccccc3)CC2)[nH]c1=O
  A = -8	B = 101	C = 0	D = -4	E = -3	F = -6	G = 99	H = 100
COc1cc2c(cc1OC)C(NNC(=O)c1ccc(Br)o1)=NC(C)(C)C2
  A = 4	B = 102	C = 43	D = 6	E = -8	F = 6	G = 116	H = 107
C/C(CC(=O)NC1C2CC3CC(C2)CC1C3)=N\NC(=O)Cc1cccs1 (stereo not given)
  A = 0	B = ?	C = 2	D = -4	E = 3	F = -11	G = 93[may fluoresce red]	H = 85[may fluoresce red]
COc1ccccc1CCNC(=O)CCn1c(=O)c2cccn2c2ccc(F)cc21
  A = 1	B = 100	C = 6	D = 5	E = 6	F = 11	G = 108	H = 103
COc1ccc(Oc2cc(C)c3cccc(C)c3n2)cc1
  A = -3	B = 107	C = 16	D = 2	E = 1	F = 3	G = 104	H = 104
CCOC(=O)N1CCC(NC(=O)c2cc(C(=O)NCc3cccc(Cl)c3)ccc2CO)CC1
  A = 10	B = 99	C = 5	D = -10	E = 2	F = 8	G = 97	H = 111
O=[N+]([O-])c1ccccc1S(=O)(=O)Nc1cccnc1
  A = -9	B = 103	C = 0	D = 0	E = -3	F = -3	G = 97	H = 101
O=C(Nc1nnc(SCC(=O)N2CCCC2)s1)C1CC(=O)N(c2ccc(F)cc2)C1 (stereo not given)
  A = -14	B = 99	C = 6	D = 4	E = -11	F = 8	G = 97	H = 98
COc1ccccc1NC(=O)COc1ccccc1C(=O)c1cnn(-c2ccccc2)c1
  A = 11	B = 101	C = 15	D = -5	E = 6	F = -10	G = 104	H = 103
CCN(CC(=O)Nc1ccccc1C(F)(F)F)C(=O)CCc1nc2sc3c(c2c(=O)[nH]1)CCCC3
  A = 6	B = 95	C = 4	D = 0	E = -8	F = -1	G = 97	H = 111
CCCn1nnc(NC(=O)C(c2ccccc2)c2ccccc2)n1
  A = 7	B = 101	C = 0	D = 1	E = -9	F = 2	G = 104	H = 105
CCN1CCN(c2cc(N3CCN(C(=O)c4ccco4)CC3)c3c4c(onc24)-c2ccccc2C3=O)CC1
  A = 12	B = 103	C = 9	D = 1	E = 5	F = -11	G = 104	H = 103
Cn1ncc(Br)c1C(=O)Nc1ccc(F)cc1F
  A = -2	B = 102	C = 85*	D = 2	E = -3	F = 3	G = 102	H = 95
O=C(Nc1ccc(F)cc1F)c1noc2c1CCC2
  A = 11	B = 103	C = 1	D = 1	E = -2	F = -2	G = 102	H = 100
CCOc1ccc(NC(=O)c2ccc(OCC3CCCO3)cc2)cc1S(=O)(=O)N(CC)CC (stereo not given)
  A = 18	B = 91	C = -1	D = 3	E = .	F = -10	G = 92	H = 88

# (next part)
smiles,ZTA DNA inh,RPL19A-GFP yeast,AHR act,procasp3 activ,EBNA-1 inh,proCasp7 act,MEP2-GFP yeast,LAP4 TOR yeast
C(=N\Nc1ccc2ccccc2n1)/c1ccc2c(c1)OCO2,-11,97,101*,1,7,2,98,103
Cc1ccc(N2CCN(/N=C/c3ccccc3[N+](=O)[O-])CC2)cc1,-1,94,-8,1,0,5,97,106
O=C(NCc1cccs1)c1ccccc1C(=O)NCc1cccs1,8,99,0,11,6,10,93,96
CCOC(=O)C(CSCC(=O)c1ccc(Br)cc1)NC(=O)OC(C)(C)C (stereo not given),10,100,0,-9,-11,-3,97,92
C/C(=N\NC(=O)C1COc2ccccc2O1)c1cc2ccccc2o1 (stereo not given),-1,106,16,-2,-9,11,116,103
COc1cccc(CN(Cc2ccccc2F)S(=O)(=O)c2ccc(S(=O)(=O)NCc3ccccc3)cc2)c1,4,97,2,5,13,-2,103,87
O=C(c1ccc(-c2ccccc2)cc1)c1ccccc1C(=O)N1CCOCC1,5,101,2,-2,5,-3,100,100
O=C(COC(=O)c1ccc(Cl)nc1)NC1CCCCCC1,-4,98,0,2,.,-1,98,94
CC(OC(=O)C1CCCC1)C(=O)Nc1ccc(C(N)=O)cc1 (stereo not given),11,97,-2,4,3,12,109,115
CCOC(=O)c1ccc(NC(=O)Nc2c(C)nn(C)c2C)cc1,-7,94,-3,1,-4,4,108,91
O=C(Cc1ccccc1[N+](=O)[O-])NCCC1=CCCCC1,-5,107,15,8,8,1,108,98
Cc1ccc2cc(-c3noc(C4CCCO4)n3)c(=O)[nH]c2c1 (stereo not given),1,96,29,-8,5,-1,98,101
CC12CC3CC(C)(C1)CC(C(=O)Nc1nn[nH]n1)(C3)C2,-12,100,2,-1,-3,4,106,109
CC(C)CNC(=S)N1CCC(NC(=O)c2ccco2)CC1,14,98,1,-1,5,0,90,119
